Assay outcomes deposited in PubChem BioAssay by NCI.
All columns: NCI-60 one-dose screen, growth in % after 48 h at 10 µM unless noted; 100 = growth as untreated, 0 = no growth, -100 = all killed.
OVCAR-8: OVCAR-8 ovarian cancer. 81,000 tested, 4.4% active. AID 1794782
NCI-H522: NCI-H522 lung cancer; 78,000 tested, 8% active
NCI-H23: NCI-H23 lung cancer; 80,000 tested, 4% active
OVCAR-5: OVCAR-5 ovarian cancer | 82,000 tested, 2.9% active
OVCAR-3: OVCAR-3 ovarian cancer; 79,000 tested, 7% active
NCI/ADR-RES: NCI/ADR-RES ovarian cells; 81,000 tested, 4.4% active; AID 1794790
NCI-H322M: NCI-H322M lung cancer | 80,000 tested, 2.7% active
NCI-H460: NCI-H460 lung cancer; 82,000 tested, 6.8% active
NCI-H226: NCI-H226 lung cancer; 79,000 tested, 3.5% active
* = called active by the depositor; . = not tested or not shown; & = joins results of further samples. Rule for the calls: active = growth percent below 10; inactive = the rest.

SMILES	OVCAR-8	NCI-H522	NCI-H23	OVCAR-5	OVCAR-3	NCI/ADR-RES	NCI-H322M	NCI-H460	NCI-H226
O=[N+]([O-])c1cc(Cl)ccc1-n1cc(COc2ncnc3sc4c(c23)CCCC4)nn1	97.1	83.2	91.4	98.1	102.6	91.0	96.2	99.6	81.2
Cc1ccc2[nH]c(=O)cc(N/N=C/c3ccc(F)cc3)c2c1	94.4	66.2	101.8	99.0	100.2	107.1	89.0	84.4	77.3
Nc1nc(N)c2c(n1)NC(c1sc(Cl)nc1Cl)CC(c1ccc(F)cc1)=N2 (centres undefined)	87.7	92.1	109.5	85.4	98.5	.	100.2	101.1	84.3
O=C1N=C(N2CCCCC2)S/C1=C\c1ccc(F)cc1	99.3	.	99.1	111.3	113.3	100.5	102.9	108.3	107.9
Clc1ccc2c(OCCCN3CCOCC3)c3oc4ccc(Cl)cc4c3nc2c1	75.7	73.0	.	87.6	111.6	71.7	78.7	86.3	92.6
Nc1nc2c(C(=O)Nc3ccc(Cl)cc3)c(Nc3ccccc3)nn2c(-c2ccc(Cl)cc2)c1-c1nc2ccccc2s1	116.5	98.7	106.1	104.0	111.9	114.0	99.2	110.7	80.1
CC[C@H](Nc1cc(C)nc(N)n1)c1nc2cccc(NCc3ccc(C(=O)NO)cc3)c2c(=O)n1-c1ccccc1	17.7	-63.7*	-6.8*	32.3	16.4	90.6	47.7	30.1	64.7
Cc1cc(=O)n(C)c(SCC(=O)N2CCOCC2)n1	102.6	79.3	92.2	100.5	107.0	100.5	94.8	105.7	97.8
CCOC(=O)c1c2ccc3cn(Cc4ccc(Cl)cc4)nc3c2c(C)n1Cc1ccccc1	96.0	84.8	89.1	.	93.4	.	109.2	99.8	87.9
CC1(C)C2CCC1(C)C1(C2)OCCS1 (centres undefined)	101.4	102.3	95.6	93.3	108.7	92.4	99.6	105.5	92.7
O=C1/C(=C/C(Cl)=C/c2ccccc2)SC(=S)N1CCc1ccc(O)cc1	16.7	-7.9*	-18.1*	-20.3*	-8.0*	9.2*	44.0	0.1*	55.7
CS(=O)c1nccc(-c2c(-c3ccc(F)c(OCc4ccccc4)c3)nc3sccn23)n1 (centres undefined)	96.1	31.6	88.2	103.7	.	102.1	73.1	19.1	96.3
O=[N+]([O-])c1ccc(/C=N/N2CCOCC2)s1	99.0	83.7	96.9	115.4	117.0	101.0	104.1	105.9	109.3
COc1ccc(-c2ccc(NC(=O)Nc3ccc(Cl)c(C(F)(F)F)c3)c(C)n2)cc1OC	81.3	43.0	71.4	85.1	57.0	69.7	87.0	52.2	72.7
CCN(CC)CCC(=O)c1cc(-c2ccccc2)oc1-c1ccccc1	99.0	81.1	104.8	104.6	104.0	106.8	98.1	99.9	98.3
COc1ccc(CN2[C@@H](C(=O)NCc3ccc(C(=O)NO)cc3)Cc3c([nH]c4ccccc34)[C@@H]2C2CC2)cc1	16.7	-17.0*	21.3	11.5	10.5	69.9	42.0	13.7	50.8
CCCCCCCC(=O)SCC/C=C/[C@@H]1CC(=O)NCc2nc(co2)C2=N[C@@](C)(CS2)C(=O)N[C@@H](C(C)C)C(=O)N1	80.3	75.5	90.1	64.1	92.5	90.6	81.4	78.8	91.2
CCOc1ccc(Br)cc1/C=C1\SC(=S)N(NC(=O)Cc2ccccc2Nc2c(Cl)cccc2Cl)C1=O	94.8	86.2	103.3	112.4	108.2	105.3	95.5	96.3	96.9
Clc1ccc(-c2cc(-c3ccc(N4CCOCC4)cc3)n3c(n2)nc2ccccc23)cc1	101.8	91.8	94.9	98.5	.	97.8	100.2	108.1	90.1
CC1=CC2c3oc(-c4ccccc4)c(C(=O)c4ccccc4)c3CNC2C=C1 (centres undefined)	83.6	57.7	95.0	88.8	106.1	94.6	94.6	100.1	83.8
CC1(C)CCc2ccccc2O1	124.1	99.6	103.1	92.2	106.9	107.0	113.0	105.0	91.1
CCCc1c(C(=O)Nc2ccc3c(c2)C(=O)OC3)nnn1-c1ccccc1	.	83.4	91.9	92.5	91.1	93.4	112.2	41.6	77.6
CCN(CC)c1ccc2c(c1)Oc1nc(N)c(C#N)c(N)c1C2Sc1ccc(C)cc1 (centres undefined)	-57.9*	-75.6*	-90.0*	-88.6*	-54.0*	-17.9*	-92.7*	-40.4*	-54.6*
OCCNC(Cc1ccccc1)c1ccccc1OCCO (centres undefined)	101.7	59.3	103.1	102.2	108.0	105.9	99.1	108.7	97.8
COc1ccccc1N1C(=O)CC(Sc2ccccc2N)C1=O (centres undefined)	91.6	86.4	96.2	94.2	100.7	92.3	92.5	102.8	87.8
Clc1cc(Br)ccc1-c1ccc(CNCC2CCNCC2)o1	33.6	55.3	69.6	84.8	14.0	54.7	60.2	9.3*	48.4
O=C(O)CCCCCC1=CCCCC1	107.1	.	101.8	96.9	114.0	109.2	129.0	106.6	115.0
O=C1/C(=C/c2ccc(-c3cccc(C(F)(F)F)c3)o2)SC(=S)N1CCN1CCOCC1	101.7	83.1	87.0	106.5	103.9	91.1	108.9	100.4	93.2
CC(=O)Nc1cc(Cl)ccc1F	109.0	109.5	102.3	106.0	104.7	102.1	101.8	105.9	97.1
O=C(c1nnc(NC2CCCCC2)o1)c1c[nH]c2ccccc12	102.6	81.3	96.2	105.8	103.6	95.4	93.9	106.7	93.4
Cn1c(=O)[nH]c(=O)c2[nH]c(CO)nc21	106.3	94.7	99.9	110.4	111.2	109.8	118.8	97.0	105.4
Oc1ccc(Cl)cc1/C=C1/CCc2cc3cc(Cl)ccc3[o+]c21	99.8	94.9	91.9	128.5	98.4	98.7	101.7	101.6	90.8
COc1ccc(NC(=O)N(O)C2(C#N)CCCCC2)cc1	100.3	95.2	105.9	95.6	107.1	105.9	126.7	103.3	93.5
O=C1C(O)=C(c2ccccc2)C(=O)N1c1ccccc1	96.5	87.8	95.1	96.1	114.5	96.9	119.7	108.2	98.6
C=C(C)[C@@H]1CC[C@]2(COC(C)=O)CC[C@]3(C)[C@H](CC[C@@H]4[C@@]5(C)CCCNC(C)(C)[C@@H]5CC[C@]43C)[C@@H]12	89.4	84.2	83.3	99.6	76.8	89.5	90.7	93.2	83.0
COc1ccc(-c2cc(C#N)c(NNC(C)=O)[nH]2)cc1	110.4	107.2	91.4	94.7	103.6	109.1	116.7	128.1	103.8
CCCC(CNC1CCCCC1)OC(=O)c1ccc(N)cc1 (centres undefined)	116.1	.	119.8	100.3	117.0	116.5	106.9	109.2	109.7
Cc1cc(C=O)c(C)[nH]1	106.7	86.9	101.4	92.7	116.5	108.8	108.4	109.4	98.8
O=C(O)/C=C\C(=O)Nc1ccc(Cc2ccc(NC(=O)/C=C\C(=O)O)cc2)cc1	105.6	97.2	92.6	107.6	109.0	98.6	97.3	108.0	98.6
O=C(/C=C/c1cc2ccccc2[nH]c1=O)c1ccc(-c2ccccc2)cc1	74.0	54.4	101.0	98.3	84.7	108.4	94.1	124.4	114.7

Single records, from the list above. Order of screens: OVCAR-8 | NCI-H522 | NCI-H23 | OVCAR-5 | OVCAR-3 | NCI/ADR-RES | NCI-H322M | NCI-H460 | NCI-H226
COc1ccc(-c2cc(C#N)c(NNC(C)=O)[nH]2)cc1 is listed as 110.4 | 107.2 | 91.4 | 94.7 | 103.6 | 109.1 | 116.7 | 128.1 | 103.8
Clc1cc(Br)ccc1-c1ccc(CNCC2CCNCC2)o1 is listed as 33.6 | 55.3 | 69.6 | 84.8 | 14.0 | 54.7 | 60.2 | 9.3* | 48.4
O=C1C(O)=C(c2ccccc2)C(=O)N1c1ccccc1 is listed as 96.5 | 87.8 | 95.1 | 96.1 | 114.5 | 96.9 | 119.7 | 108.2 | 98.6

Later entries
SMILES	OVCAR-8	NCI-H522	NCI-H23	OVCAR-5	OVCAR-3	NCI/ADR-RES	NCI-H322M	NCI-H460	NCI-H226
COc1cc2oc3cc(C)oc(=O)c3c2cc1OC	97.3	82.1	94.1	83.1	109.6	89.1	102.8	104.6	96.8
O=c1c2cc(F)ccc2sc2c(-n3cccn3)nc3ccccc3c12	86.9	84.2	85.8	88.2	98.1	88.6	83.4	61.0	92.3
CCOC(=O)c1c(Nc2ncnc3cc(OC)c(OC)cc23)sc2c1CCCC2	105.9	92.1	91.5	101.8	101.8	92.9	99.4	95.1	74.1
O=C(O[C@H](Cc1ccc2ccccc2c1)C(=O)O)C1c2ccccc2-c2ccccc21	99.6	93.1	92.6	110.5	102.7	99.9	108.8	101.4	86.9
Nc1nc(NCc2cccc(Cl)c2)c2c(n1)[nH]c1ccc(O)cc12	38.1	67.2	64.4	89.1	72.7	57.4	72.1	74.8	66.2
Oc1ccccc1-n1c(-c2ccccc2)ccc1-c1ccccc1	73.1	53.1	62.8	90.0	73.7	75.3	77.9	63.1	75.6
O=C(c1ccccc1)C1OC1c1ccccc1 (centres undefined)	94.2	96.3	103.1	117.6	113.3	106.0	107.8	96.9	107.6
Cc1oc(-c2ccc(Cl)cc2)nc1/C=C/C(=O)c1ccc(F)cc1	96.1	89.4	93.3	103.5	96.3	97.7	95.9	99.1	96.1
Nc1[nH]n2cc(-c3ccccc3)nc2c1N=Nc1ccc(S(N)(=O)=O)cc1	36.6	30.5	45.7	65.4	46.8	90.0	36.6	20.1	52.7
S=C(Nc1ccccc1)Nc1ccccc1Cl	100.8	79.6	88.3	103.6	107.2	94.4	91.4	101.7	90.8
O=C1N(Cc2ccc([N+](=O)[O-])cc2)c2ccccc2S(=O)(=O)N1c1cccnc1Cl	95.0	84.5	102.2	93.0	112.3	101.5	103.6	110.2	104.0
c1ccc2c(c1)CCCc1nnc3nncn3c1-2	111.0	96.9	94.7	89.7	101.3	98.2	102.3	106.6	117.2
CCCCSc1ccc(NC(=S)Nc2ccc(SCCCC)cc2)cc1	103.4	.	108.1	103.0	118.8	111.9	112.3	179.6	92.4
COc1ccccc1/C=C/[C@H]1O[C@@H](C)[C@H](O)[C@@H]1O	108.4	92.1	104.9	107.7	112.4	107.8	110.2	112.8	102.8
O=C(OC(=Nc1ccccc1)c1nccc2ccccc12)c1ccccc1	98.5	101.6	81.3	99.2	98.0	99.3	97.2	92.8	83.3
CC(C)(SC(c1ccccc1)(c1ccccc1)c1ccccc1)C(N)C(=O)O (centres undefined)	97.0	.	119.3	88.3	97.5	112.8	102.0	98.6	105.8
Cc1ccc(-n2nc3c(c(C#N)c2=O)CC(c2ccccc2[N+](=O)[O-])C([N+](=O)[O-])=C3O)cc1 (centres undefined)	90.2	89.4	93.2	99.8	87.5	99.8	88.0	95.4	92.1
O=C1Nc2ccccc2S/C1=C/c1ccccc1	92.6	102.0	85.4	97.2	96.9	92.4	90.9	97.2	79.7
O=S(=O)(Nc1cccc2ccccc12)c1ccc(-c2cnc(C3CC3)o2)cc1	28.5	21.9	23.2	42.6	7.1*	7.2*	40.4	11.2	64.6
Cc1cccnc1NC(=S)Nc1ncccc1C	99.3	88.9	99.2	123.6	100.1	116.6	107.0	107.5	100.2

A few values from the list:
Result of Oc1ccccc1-n1c(-c2ccccc2)ccc1-c1ccccc1 under NCI-H460: 63.1
Result of c1ccc2c(c1)CCCc1nnc3nncn3c1-2 under NCI/ADR-RES: 98.2
Result of CCOC(=O)c1c(Nc2ncnc3cc(OC)c(OC)cc23)sc2c1CCCC2 under OVCAR-8: 105.9

Remaining list, next part
SMILES	OVCAR-8	NCI-H522	NCI-H23	OVCAR-5	OVCAR-3	NCI/ADR-RES	NCI-H322M	NCI-H460	NCI-H226
O=C1OC(C(O)C(O)CO)C(O)C1O (centres undefined)	111.3	81.9	101.0&110.0	100.5&93.5	108.2&123.5	97.4&103.5	102.8&108.9	107.7&110.7	100.9&98.0
O=C1c2cccc3c(-c4ccc(-c5nc6c7ccccc7c7ccccc7c6[nH]5)cc4)ccc(c23)C(=O)N1Cc1ccccc1	104.6	93.9	105.2	106.1	115.8	109.9	109.6	108.8	102.3
CC(C)(Oc1ccc(C2CC2(Cl)Cl)cc1)C(=O)NCc1ccccc1 (centres undefined)	91.7	52.3	84.6	97.3	94.8	88.4	100.9	97.7	81.1
OCC(O)C(O)C(O)C(/C=N/Nc1ccccc1)=N/Nc1ccccc1 (centres undefined)	92.6	55.5	93.1	82.3	90.4	79.8	68.9	89.9	91.4
Fc1ccc(-c2ccnc3nc(-c4ccncc4)nn23)cc1	96.5	107.1	112.3	100.4	105.1	106.3	99.4	103.9	102.4
c1ccc(-c2ccc(-c3cc(-c4ccccc4)n(-c4ccccc4)n3)cc2)cc1	93.2	87.1	97.1	111.1	95.7	105.6	107.6	105.7	108.9
COc1cccc(C(=O)NNc2nc(Cl)nc(N3CCN(C(c4ccccc4)c4ccccc4)CC3)n2)c1	71.1	-13.6*	45.3	97.3	10.5	88.0	88.9	101.8	94.9

Reformatted in CSV form: entries from further up.
SMILES,OVCAR-8,NCI-H522,NCI-H23,OVCAR-5,OVCAR-3,NCI/ADR-RES,NCI-H322M,NCI-H460,NCI-H226
O=C1OC(C(O)C(O)CO)C(O)C1O (centres undefined),111.3,81.9,101.0&110.0,100.5&93.5,108.2&123.5,97.4&103.5,102.8&108.9,107.7&110.7,100.9&98.0
O=C1c2cccc3c(-c4ccc(-c5nc6c7ccccc7c7ccccc7c6[nH]5)cc4)ccc(c23)C(=O)N1Cc1ccccc1,104.6,93.9,105.2,106.1,115.8,109.9,109.6,108.8,102.3
CC(C)(Oc1ccc(C2CC2(Cl)Cl)cc1)C(=O)NCc1ccccc1 (centres undefined),91.7,52.3,84.6,97.3,94.8,88.4,100.9,97.7,81.1

An excerpt from above, showing only NCI-H226, NCI/ADR-RES and NCI-H23.
SMILES | NCI-H226 | NCI/ADR-RES | NCI-H23
Clc1ccc(-c2cc(-c3ccc(N4CCOCC4)cc3)n3c(n2)nc2ccccc23)cc1 | 90.1 | 97.8 | 94.9
CC1=CC2c3oc(-c4ccccc4)c(C(=O)c4ccccc4)c3CNC2C=C1 (centres undefined) | 83.8 | 94.6 | 95.0
